Assay outcomes: PubChem BioAssay, several laboratories
Yp Topo-I inh: Y. pestis Topo-I inhibition via cleavage products. Y. pestis Topo-I cleavage product accumulation, plate reader. activity, % at 10 µM. 0.064% of 360,000 active. AID 504884; in the data active = activity above about 50%, passing the limit was not always enough; also: inactives centre near 2
PfHsp40 rescue: compounds rescuing yeast from Plasmodium falciparum HSP40 toxicity. S. cerevisiae expressing PfHsp40, growth rescue, ATP luminescence. growth rescue, % at 12.5 µM. 0.68% of 340,000 active. AID 504582; in the data active = growth rescue above about 28%, passing the limit was not always enough;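 also: yeast W303a lacking pdr1 and pdr3 grown in galactose medium; growth measured after three days at 30 °C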
TcdB inh: blocks C. difficile toxin B glycohydrolase activity; 0.24% of 350,000 active; TcdB glycohydrolase enzymatic assay, plate reader; inhibition, % at 9.99 µM; P18177; in the data active = inhibition above about 10%
Anthrax LF prot: anthrax lethal factor protease inhibition; P15917; multiplex microsphere protease cleavage assay, LF; inhibition, % at 10 µM; 0.12% of 360,000 active; also: plate controls were buffer without enzyme for full effect and enzyme alone for no effect
Target sequence (P15917 whole entry, looked up): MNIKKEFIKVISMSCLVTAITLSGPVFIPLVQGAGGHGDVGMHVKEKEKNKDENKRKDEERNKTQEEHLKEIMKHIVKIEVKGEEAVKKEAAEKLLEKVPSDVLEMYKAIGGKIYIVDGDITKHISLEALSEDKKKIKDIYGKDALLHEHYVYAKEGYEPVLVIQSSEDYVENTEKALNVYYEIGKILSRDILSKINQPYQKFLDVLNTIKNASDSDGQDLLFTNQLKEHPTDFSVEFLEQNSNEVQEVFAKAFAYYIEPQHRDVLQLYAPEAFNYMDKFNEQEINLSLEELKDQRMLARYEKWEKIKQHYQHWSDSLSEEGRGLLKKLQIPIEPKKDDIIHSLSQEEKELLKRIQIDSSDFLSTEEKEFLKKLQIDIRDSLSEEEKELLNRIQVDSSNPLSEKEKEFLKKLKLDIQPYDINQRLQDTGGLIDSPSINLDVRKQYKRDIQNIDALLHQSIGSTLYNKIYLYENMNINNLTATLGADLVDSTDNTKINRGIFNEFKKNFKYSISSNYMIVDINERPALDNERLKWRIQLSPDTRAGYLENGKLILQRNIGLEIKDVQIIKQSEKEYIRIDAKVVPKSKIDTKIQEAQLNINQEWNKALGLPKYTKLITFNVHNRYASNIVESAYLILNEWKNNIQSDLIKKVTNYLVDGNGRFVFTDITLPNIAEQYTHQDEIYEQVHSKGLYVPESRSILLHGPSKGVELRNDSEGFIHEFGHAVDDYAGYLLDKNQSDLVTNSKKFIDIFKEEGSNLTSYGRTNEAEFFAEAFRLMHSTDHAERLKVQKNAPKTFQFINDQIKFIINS
PriA SSB inh: inhibitors of Klebsiella pneumoniae PriA binding to SSB C-terminal tail | AID 1272365 | AlphaScreen SSBct-PriA binding, biotinylated peptide | inhibition, % at 33 µM | 0.6% of 430,000 active; in the data active = inhibition mostly above about 37%, no sharp cut-off; inactive = mostly below about 20%;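 also: plate controls were negative control peptide for no effect and reference peptide for full effect; strong numbers were not always called active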
PrPC surface inh: inhibitors of human cell surface prion protein PrPC. 0.43% of 370,000 active. P04156. inhibition, % at 13.8 µM. TR-FRET read-out. AID 720596; in the data active = inhibition above about 24%; also: 0% = median of the test wells and 100% = reference compound wells
Vc quorum ag: inducers of Vibrio cholerae quorum light production without autoinducers | activation, % at 18.7 µM | V. cholerae BH1578 lux reporter, luminescence, 6 h | 0.16% of 350,000 active; in the data active = activation mostly above about 9.7%, no sharp cut-off; also: not every result past the cut was called active; inactives centre near 0; reference of the scale not given here
BoNT A protease: blocks Botulinum neurotoxin A light chain protease. multiplex microsphere protease substrate cleavage, flow cytometry. inhibition, % at 10 µM. 0.17% of 360,000 active. AID 588499; also: plate controls were buffer without enzyme for full effect and enzyme alone for no effect
SARS 3CLpro inh: SARS-CoV 3CLpro protease inhibition. recombinant SARS-CoV 3CLpro, quenched FRET peptide cleavage. inhibition, % at 6 µM. 0.14% of 290,000 active; in the data active = inhibition above about 12%
Starred values were filed as active, the others as inactive; i = inactive; . = no result given. Rule as the data show it, unless noted: active = inhibition above about 30%; inconclusive = no clear call, values can overlap the other calls; inactive = below that. Not all compounds are listed; count on the stated rates, not on these rows.

Values run as follows: Yp Topo-I inh	PfHsp40 rescue	TcdB inh	Anthrax LF prot	PriA SSB inh	PrPC surface inh	Vc quorum ag	BoNT A protease	SARS 3CLpro inh
- CCCn1c(SC/C(O)=C(\C#N)c2nc3ccccc3[nH]2)n[nH]c1=O
    -2	-0.1	-0.7	-1	-9	-4	-1.1	1.1	0
- COc1ccc(C2NC(=O)c3ccccc3O2)cc1OC (stereo not given)
    5	1.0	.	-7	-6	0	-5.3	1.2	-8
- Cc1onc(-c2ccccc2Cl)c1C(=O)NC(=S)Nc1ccccc1C(N)=O
    -2	1.5	.	5	5	12	-0.5	1.3	-2
- Cc1cc(=O)[nH]c2nnc(-c3ccc(Cl)cc3)n12
    -2	-1.5	1.8	-13	-5	1	0.6	1.0	-1
- CC(C)N(CC(O)COc1ccc(CC(N)=O)cc1)CC(O)COc1ccc(CC(N)=O)cc1 (stereo not given)
    -4	-1.5	0.0	6	6	1	i	0.9	-2
- CC1=C(C(=O)OC2CCCCC2)C(c2ccccc2)NC(=O)N1 (stereo not given)
    3	-0.6	1.8	8	-7	0	i	5.3	-4
- O=C(COc1ccccc1)Nc1ccc(CSc2ccccc2)cc1
    3	-0.1	-1.1	-4	-10	4	0.7	-0.1	4
- O=C(CN1C(=O)NC2(CCCc3ccccc32)C1=O)Nc1cccc(S(=O)(=O)N2CCCCC2)c1 (stereo not given)
    2	-0.3	-0.4	-5	8	-6	-3.4	-0.7	-1
- CCN(c1cccc(C)c1)S(=O)(=O)c1cn(CC(=O)OC)c2ccc([N+](=O)[O-])cc12
    20	-0.7	0.4	4	0	-4	i	0.3	8
- Cc1nc2ccc(S(=O)(=O)NCC(=O)NCCN3CCCCC3C)cc2s1 (stereo not given)
    -6	-0.9	.	-14	-16	4	i	-0.7	-5
- O=C(/C=C/c1ccc(OCCCF)cc1)Nc1ccnc(-c2cccnc2)n1
    -1	-0.9	1.6	-3	-10	6	-0.9	-0.1	-3
- O=C(Nc1ccc(Cl)cn1)Nc1ccc(Cl)cn1
    0	0.2	0.5	-2	-5	-4	-0.2	0.1	3
- NC(CCc1ccccc1)c1csc(Nc2ccccn2)n1 (stereo not given)
    -3	.	1.5	-4	.	10	-0.7	-0.5	.
- Cc1ccc(Cn2cc(/C=C/C(=O)O)c(-c3ccccc3)n2)cc1
    0	0.8	.	2	0	2	-0.7	-0.6	6
- O=C(NCc1ccc(F)cc1)C1CCN(S(=O)(=O)c2ccc3c(c2)OCCCO3)CC1
    5	1.8	.	-7	-3	7	i	-0.2	1
- N#CCOC(=O)c1sccc1-n1cccc1
    4	1.3	.	0	-1	-1	-0.6	0.0	-1
- O=[N+]([O-])c1cc(CN2CCN(c3ccccc3)CC2)c(O)c2ncccc12
    2	-1.7	0.0	6	75	16	0.6	2.2	-4
- O=C(CC1SC(N2CCCC2)=NC1=O)Nc1ccc(C(=O)NCCOc2ccccc2F)cc1 (stereo not given)
    1	.	-0.5	-7	-10	0	i	6.0	.
- CC(Sc1ccccc1)C(=O)NN=C1CCCCCC1 (stereo not given)
    2	0.7	4.0	1	-12	-3	-1.9	0.0	4
- CC1(C)CC(CC(=O)Nc2ccccn2)C(=O)O1 (stereo not given)
    -10	0.3	.	0	-3	-5	i	-0.8	-1
- COc1ccc(OC)c(NS(=O)(=O)c2ccc(N3CCCC3=O)cc2)c1
    -3	-0.9	.	0	3	10	0.4	-0.2	-2
- CCC(C)c1ccc(NS(=O)(=O)c2c(C)[nH]c(=O)[nH]c2=O)cc1 (stereo not given)
    4	-1.3	0.6	-4	-5	-1	i	-4.3	1
- CN(CCc1ccccn1)C(=O)Nc1cc(Cl)cc(Cl)c1
    -1	1.9	1.0	-13	-3	8	-0.5	-0.7	2
- COc1ccc(C(CNC(=O)C(C)(C)Oc2ccc(Cl)cc2)N2CCCCC2)cc1 (stereo not given)
    40	0.4	1.3	0	-5	0	-0.2	-2.6	6
- CCOC(=O)c1cc2ccccc2n1CCN(CC)CC
    5	-0.7	.	2	-19	-6	-12	-0.3	0
- CCOC(=O)C(NC(C)=O)(OCc1ccccc1)C(F)(F)F (stereo not given)
    2	-0.4	.	-1	10	8	-0.3	-0.1	-3
- O=C(CSCc1ccccc1)Nc1ccc(F)cc1F
    2	-0.2	0.3	4	-15	7	-0.3	0.5	4
- CC(=O)c1ccc2c(c1)C1C(Cl)C(Sc3ccccc3[N+](=O)[O-])CC1C(C(=O)O)N2 (stereo not given)
    -28	1.8	.	-5	46*	-5	-0.2	-1.0	-6
- CN1CCN(C2CCN(S(=O)(=O)c3ccc(C(C)(C)C)cc3)CC2)CC1
    3	-0.2	-1.5	-4	-2	1	i	0.2	-3
- O=C(COC(=O)c1cccc([N+](=O)[O-])c1)Nc1ccc(Cl)cn1
    5	0.1	1.0	2	-5	5	2.8	-1.1	.

The listing continues:
Letter code: A = Yp Topo-I inh; B = PfHsp40 rescue; C = TcdB inh; D = Anthrax LF prot; E = PriA SSB inh; F = PrPC surface inh; G = Vc quorum ag; H = BoNT A protease; I = SARS 3CLpro inh
CCCCN(C(=O)c1cccc(S(=O)(=O)N2CCCC2)c1)c1c(N)n(CCC)c(=O)[nH]c1=O
  A: 2	B: 0.7	C: 0.3	D: -8	E: 7	F: 4	G: 2.6	H: -0.9	I: .

Cc1cc(Br)ccc1NC(=O)CN(C)C(=O)CSCc1ccccc1
  A: 1	B: 0.4	C: 0.9	D: -1	E: -3	F: 12	G: i	H: 0.3	I: .

COc1cccc(CC2(CO)CCCN(Cc3c(C)cc(C)cc3-n3cccn3)C2)c1 (stereo not given)
  A: 13	B: 1.5	C: 0.7	D: 2	E: -1	F: -8	G: -0.6	H: -0.2	I: -1

CCn1cc([N+](=O)[O-])c(=O)c2cc(F)c(N3CCOCC3)cc21
  A: -2	B: -1.0	C: 1.1	D: 2	E: -15	F: 5	G: 3.6	H: -1.5	I: -3

O=C1NC(c2ccc3ccccc3c2)Nc2ccccc21 (stereo not given)
  A: 0	B: .	C: 0.6	D: -9	E: .	F: -1	G: -4.0	H: -0.2	I: .

CC(=O)c1ccc(N2CCN(C(=O)c3ccc(Br)cc3)CC2)c(F)c1
  A: 23	B: 1.0	C: .	D: -1	E: -16	F: -3	G: -0.7	H: 0.1	I: 5

COc1ccc(C2=NN(C(=O)CCC(=O)O)C(c3ccccc3OC)C2)cc1 (stereo not given)
  A: 0	B: -0.4	C: 1.5	D: 10	E: -2	F: 1	G: -0.5	H: 0.7	I: -4

COc1ccc(C)cc1NC(=O)NNC(=O)C(C)Oc1ccc(F)cc1Cl (stereo not given)
  A: 9	B: 0.2	C: -1.4	D: 0	E: -1	F: 4	G: i	H: -4.3	I: 2

CCOC(=O)Cn1c(=O)oc2cc(S(=O)(=O)N3CCC(N4CCCCC4)CC3)ccc21
  A: 7	B: 1.0	C: 0.0	D: -12	E: 3	F: 1	G: -0.1	H: -0.5	I: -6

CCCn1nc(NC(=O)C(C)(C)C)c2cc3cc(OC)ccc3nc21
  A: 5	B: 2.3	C: -0.5	D: -8	E: -13	F: -11	G: i	H: -4.1	I: 0

O=C(O)c1ccc(C=NNC(=O)c2ccccc2NS(=O)(=O)c2cccs2)cc1
  A: 2	B: -2.1	C: 3.1	D: 2	E: -13	F: -2	G: -0.5	H: 0.0	I: .

O=C(O)c1ccc2c(=O)n(-c3ccc(F)cc3)c(=S)[nH]c2c1
  A: 2	B: 0.1	C: 1.3	D: 0	E: -8	F: -8	G: -0.9	H: 0.6	I: -3

O=C(CN1CCN(c2nc(-c3ccccc3)cs2)CC1)NNC(=O)c1ccc(Br)cc1
  A: 20	B: 1.5	C: .	D: -5	E: -2	F: -7	G: i	H: -0.8	I: 4

N#Cc1cc(N)ccc1Sc1ccc(Cl)cc1
  A: -3	B: -0.6	C: .	D: -3	E: -2	F: -2	G: -1.0	H: 1.2	I: 6

O=c1[nH]c(=O)n(-c2ccc(F)cc2)c2c1C(C(F)(F)F)(C(F)(F)F)N=C(c1ccc(F)cc1)N2
  A: -1	B: -1.2	C: 1.7	D: -2	E: -3	F: -1	G: -3.3	H: 0.0	I: 1

CC1CC(=O)Nc2ccccc2N1S(=O)(=O)c1ccc(Br)cc1 (stereo not given)
  A: 1	B: -0.2	C: .	D: -1	E: -11	F: -1	G: i	H: -0.1	I: 7

O=C(Cn1c(=O)n(CC(=O)N2CCCCC2)c(=O)c2sccc21)NCc1ccccc1
  A: 2	B: 0.6	C: 0.4	D: -2	E: 1	F: -5	G: i	H: -1.2	I: -1
